PMI activator = activators of human phosphomannose isomerase | purified human PMI, coupled resazurin fluorescence, 20 min; hits give high values; 1 = vehicle control, 0 substrate-free wells | P34949 | activation factor at 20 µM | AID 1214 | 0.005% of 190,000 active;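 active means activation factor of 2 or more at 20 µM, relative to plate controls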
Target sequence (P34949 whole entry, looked up): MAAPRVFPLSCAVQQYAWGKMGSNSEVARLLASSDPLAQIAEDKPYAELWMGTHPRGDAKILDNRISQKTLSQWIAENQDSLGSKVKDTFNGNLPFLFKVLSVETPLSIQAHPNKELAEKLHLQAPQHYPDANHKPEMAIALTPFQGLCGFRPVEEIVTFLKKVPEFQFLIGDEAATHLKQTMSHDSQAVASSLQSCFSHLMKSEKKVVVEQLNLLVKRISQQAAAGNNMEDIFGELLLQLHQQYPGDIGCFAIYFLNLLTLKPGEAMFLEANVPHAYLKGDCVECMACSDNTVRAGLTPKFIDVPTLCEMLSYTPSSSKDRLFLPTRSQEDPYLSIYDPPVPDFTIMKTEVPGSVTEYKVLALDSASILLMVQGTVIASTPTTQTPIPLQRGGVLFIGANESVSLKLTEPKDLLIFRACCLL
FLuc act counter = firefly luciferase counter-screen for stimulation assays; P08659; ATPlite luciferase biochemical, luminescence, 10 min; 0 = ATP-free wells, 1 = DMSO control; activation factor at 10 µM; 200,000 tested, under 10 active;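 active means luciferase activation factor, scaled between plate controls, of at least 2 with compound at 10 µM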
Target sequence (P08659 whole entry, looked up): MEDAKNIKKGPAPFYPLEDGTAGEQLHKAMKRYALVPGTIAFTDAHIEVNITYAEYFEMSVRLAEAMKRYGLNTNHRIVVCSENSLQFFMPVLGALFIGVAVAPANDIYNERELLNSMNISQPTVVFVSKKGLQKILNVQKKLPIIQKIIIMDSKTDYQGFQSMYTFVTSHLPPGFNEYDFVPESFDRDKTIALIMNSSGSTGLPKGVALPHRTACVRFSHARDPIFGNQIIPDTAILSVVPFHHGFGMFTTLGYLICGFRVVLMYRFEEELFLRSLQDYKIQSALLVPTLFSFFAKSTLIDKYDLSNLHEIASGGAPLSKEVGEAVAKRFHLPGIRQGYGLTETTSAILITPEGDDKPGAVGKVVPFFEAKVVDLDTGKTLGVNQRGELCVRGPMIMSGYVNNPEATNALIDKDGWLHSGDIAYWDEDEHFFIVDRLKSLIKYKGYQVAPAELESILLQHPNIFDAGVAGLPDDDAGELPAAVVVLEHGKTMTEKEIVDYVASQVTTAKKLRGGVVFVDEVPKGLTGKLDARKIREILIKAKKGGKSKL
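System: luciferase plus luciferin reagent, cell-free; medium: PBS as buffer for the ATP substrate; dosing: test compounds dosed from 2 mM stocks in 100% DMSO; timing: 10 min post-reagent at room temperature; measured by: luminescence measurement of luciferase light output; evaluation: luciferase activation, seen as luminescence increase over controls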
TNAP inh hi DEA = blocks human TNAP under high phosphate acceptor concentration; P05186; 0.03% of 200,000 active; AID 1135; purified TNAP, CDP-star luminescence, 1 M DEA; inhibition, % at 20 µM;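 active means over 50% inhibition of tissue-nonspecific alkaline phosphatase at 20 µM in the single-dose screen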;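 further: plate controls were DMSO wells for no effect and EDTA-quenched wells as full inhibition for full effect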
PMI act hi M6P = increases human PMI activity with near-saturating mannose 6-phosphate. 0.34% of 190,000 active. P34949. coupled PMI enzyme assay, resazurin fluorescence, 20 min; hits give high values; 1 = untreated enzyme, 0 = substrate-free blank. activation factor at 20 µM;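 active means activation factor of 2 or more at 20 µM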
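test system = human PMI in coupled enzyme assay | medium = HEPES-buffered pH 7.4 with magnesium and detergent | also added = 1.0 mM mannose-6-phosphate substrate with 0.22 mM NADP+ | compound = 20 µM single dose | times = 20 min incubation at room temperature | measured by = resorufin fluorescence (Ex 544/Em 590 nm) from resazurin via diaphorase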
TNAP inh noacc = TNAP (human) inhibition, acceptor-free conditions; purified TNAP, CDP-star luminescence, 30 min; AID 1012; inhibition, % at 20 µM; 0.26% of 200,000 active; P05186;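 active means tissue-nonspecific alkaline phosphatase inhibition above about 50% at 20 µM in the single-dose screen, limit read from the data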;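 further: 0% = DMSO negative control and 100% = EDTA positive control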
bIAP act = intestinal alkaline phosphatase (bovine) activation; purified bovine IAP, CDP-star luminescence, 30 min; hits give high values; fold of DMSO-control signal, blank-subtracted; activation factor at 20 µM; 0.17% of 200,000 active; AID 1016;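 active means activation factor of 2 or more at 20 µM, a signal rise over negative controls twice the positive control's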
APP 5'UTR act = APP 5'UTR luciferase reporter activation. AID 1276. 1% of 190,000 active. SH-SY5Y APP 5'UTR luciferase reporter, luminescence; zero percent = DMSO vehicle wells. activation, % at 2 µM;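 active means activation above a set limit, based on mean plus 3 SD of controls, cut at about 140% in these data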; further: values of inactives mirror those of a sister screen read the other way
NF-kB expr up = NF-kB expression increase, human neuronal cells; NF-kB reporter expression; hits give high values; fold change at 12.5 µM; 1.6% of 190,000 active; AID 1239; in the data active means fold change above about 3.3
TNAP act hiacc = activators of human TNAP at high phosphate acceptor concentration. P05186. purified TNAP, CDP-star luminescence, 1 M DEA, 30 min; hits give high values; 0 = EDTA background, 1 = DMSO-only activity. activation factor at 20 µM. 200,000 tested, under 10 active. AID 1136;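 active means activation factor at least 2 at 20 µM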
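Control set: EDTA negative control, DMSO positive control / Assay system: human TNAP / Quantity: TNAP 1/800 final / Evaluation: TNAP activation factor scaled between EDTA and DMSO control wells / Measured by: luminescent substrate turnover signal / Compound dosing: one dose, 20 µM / Times: 30 min enzyme reaction at room temperature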
FLuc inh counter = inhibits firefly luciferase, flagging false hits in luciferase inhibition screens | inhibition, % at 10 µM | 1.5% of 200,000 active | P08659 | ATPLite firefly luciferase biochemical luminescence, 10 min;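 active means inhibition above about 50% when tested at 10 µM, limit read from the data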
* marks the source's active call; other numbers are inactive results.

Each structure is followed by: FLuc act counter | NF-kB expr up | APP 5'UTR act | PMI activator | TNAP inh noacc | bIAP act | TNAP act hiacc | FLuc inh counter | PMI act hi M6P | TNAP inh hi DEA
- CCOc1ccc(C(C)=O)cc1CSc1nnc(N)s1
    1.1 | 1.3 | 14 | 1.1 | -2 | 1 | 1 | -7 | 1.2 | -4
- Brc1ccc(CNc2cc3c(cc2Br)OCCO3)cc1
    1.1 | 0.95 | -20 | 1.1 | -12 | 0.8 | 1.1 | -6 | 0.9 | -6
- Cc1ccc(-n2nnc3c(=O)n(CC(=O)NCc4ccco4)cnc32)cc1
    1 | 1.1 | 3 | 1.1 | 1 | 1 | 1.1 | -4 | 1 | -11
- COc1cccc(CNC(=O)C(=O)NCCc2ccc(OC)c(OC)c2)c1
    1.1 | 0.89 | -12 | 1.1 | 4 | 0.9 | 0.8 | -7 | 1 | 16
- CC(NC1CCCC1)c1ccccc1 (stereo not given)
    1 | 1.1 | 9 | 0.9 | -10 | 1 | 1.1 | -2 | 0.9 | -8
- CCCCN(CCCC)C(=O)CSc1nnc2n(C)c(=O)c3c4c(sc3n12)CCCC4
    1 | 0.34 | -10 | 1 | -4 | 1 | 1 | 0 | 1 | -1
- O=CNCCCc1nc2ccccc2n1Cc1cccc2ccccc12
    1.1 | 0.95 | 12 | 1.1 | -29 | 1.1 | 1 | -9 | 1 | -4
- COc1ccc(OCC(=O)Nc2cccc(C(=O)Nc3ccccc3C(=O)O)c2)cc1
    0.9 | 1.1 | -2 | 1.1 | -15 | 0.9 | 1 | 6 | 1.1 | -1
- CN1CCN(CC(=O)C23CC4CC(CC(C4)C2)C3)CC1
    1 | 1.2 | 3 | 1.2 | -14 | 1 | 1.1 | -4 | 1.3 | -6
- Cc1nc2ccccn2c1C(=O)NCc1ccc2c(c1)OCO2
    1.1 | 0.78 | -6 | 1 | -15 | 0.9 | 1.1 | -10 | 1 | -7
- CCOC(=O)N1CCN(C(=S)NC(=O)c2ccnn2C)CC1
    1 | 0.96 | 5 | 1 | -5 | 1 | 1 | 0 | 0.9 | -3
- Cc1cc(C)nc(NS(=O)(=O)c2ccc(Br)s2)c1
    1 | 0.99 | 3 | 1 | -22 | 1 | 1 | 3 | 0.6 | -3
- Cc1c([N+](=O)[O-])nnn1-c1cc(Cl)cc(Cl)c1
    1 | 1.1 | -12 | 1.1 | -7 | 1.1 | 1 | -1 | 1 | -1
- Clc1ccc(SCc2cn3ccsc3n2)cc1
    0.8 | 2.3 | 72 | 1 | 0 | 0.8 | 1.1 | 20 | 0.9 | -5
- CCOC(=O)NC(=O)COC(=O)CNC(=O)c1cccc(OC)c1
    1.1 | 0.99 | -2 | 1 | -8 | 1 | 1 | -5 | 1 | -4

Three entries already listed, arranged by their value in PMI activator, descending:
molecule	PMI activator
COc1ccc(OCC(=O)Nc2cccc(C(=O)Nc3ccccc3C(=O)O)c2)cc1	1.1
Clc1ccc(SCc2cn3ccsc3n2)cc1	1
CC(NC1CCCC1)c1ccccc1 (stereo not given)	0.9

New compounds follow:
Each structure is followed by: FLuc act counter | NF-kB expr up | APP 5'UTR act | PMI activator | TNAP inh noacc | bIAP act | TNAP act hiacc | FLuc inh counter | PMI act hi M6P | TNAP inh hi DEA
- CCC(C(=O)OCC(=O)Nc1c(Cl)cccc1Cl)c1ccccc1 (stereo not given)
    1.1 | 0.92 | -16 | 1 | -12 | 0.6 | 1.1 | -10 | 1 | -7
- O=C(NCc1ccncc1)C(=O)C1C(=O)Nc2ccccc21 (stereo not given)
    1 | 1.4 | -20 | 1.1 | 3 | 1 | 1 | -4 | 1 | -1
- CN1CCC(NC(=O)c2cccs2)CC1
    1 | 1 | -8 | 0.9 | -8 | 1 | 1 | -2 | 0.9 | 2
- O=C(O)c1ccccc1NS(=O)(=O)c1ccc(NNC(=S)Nc2ccc(OC(F)F)cc2)c([N+](=O)[O-])c1
    0.9 | 1.1 | -3 | 0.6 | 35 | 0.7 | 0.7 | 7 | 0.5 | 29
- COc1ccc(-n2ccnc2CN2CCN(C3CCCC3)C(CCO)C2)cc1 (stereo not given)
    1 | 1.3 | 7 | 0.8 | 0 | 1 | 1 | -2 | 0.8 | 3
- CCOC(=O)c1ccc(NC(=O)CN2CCN(Cc3ccccc3)CC2)cc1
    1 | 1.3 | 8 | 1.1 | -7 | 1.1 | 1 | -1 | 1.1 | -2
- CC1CC(C)CN(S(=O)(=O)c2ccc(C(=O)Nc3sccc3C(N)=O)cc2)C1 (stereo not given)
    1.1 | 0.94 | 6 | 0.9 | 7 | 0.8 | 1 | -6 | 1 | 0
- Cc1ccc(NC(=O)c2ccc(CNc3c(N4CCOCC4)c(=O)c3=O)cc2)cc1
    0.9 | 0.99 | -10 | 1 | -14 | 1 | 1 | 13 | 1 | -4
- COC(=O)Nc1ccc(NC(C)=O)cc1
    1.1 | 1.1 | 14 | 0.9 | -11 | 0.8 | 1.1 | -10 | 0.9 | -8
- COc1ccc(CNC(=S)Nc2ccc(S(N)(=O)=O)cc2)cc1
    1 | 1.2 | 6 | 0.7 | -3 | 1.1 | 1 | -3 | 0.9 | -2
- COC(=O)CNS(=O)(=O)c1ccc(Cc2ccc(S(=O)(=O)NCC(=O)OC)cc2)cc1
    1 | 1 | -1 | 1.1 | -1 | 1.3 | 1 | -1 | 1.1 | 0
- Cc1ccc(C)c2sc(NC(=O)c3ccc(N4CCCCC4)c([N+](=O)[O-])c3)nc12
    1.1 | 1.4 | -3 | 0.9 | -4 | 0.9 | 1 | -5 | 1 | 0
- COc1cc(/C=C/C(=O)O)ccc1OCc1ccccc1C#N
    1 | 0.96 | -4 | 1 | -6 | 0.9 | 1 | 2 | 0.9 | 1
- Cc1ccc2c(c1)nnn2C1CCN(CC(=O)NNC(=O)c2ccco2)CC1
    1.1 | 1.2 | -16 | 0.9 | -128 | 1.3 | 1 | -6 | 0.9 | -1
- O=S(=O)(NC1CCCc2ccccc21)c1cnc[nH]1 (stereo not given)
    1 | 0.99 | -12 | 0.9 | 0 | 1.2 | 0.9 | 2 | 1 | 6

Additional results follow.
Each structure is followed by: FLuc act counter | NF-kB expr up | APP 5'UTR act | PMI activator | TNAP inh noacc | bIAP act | TNAP act hiacc | FLuc inh counter | PMI act hi M6P | TNAP inh hi DEA
- O=C(CSc1nnc(SCc2ccccc2Cl)s1)N/N=C/c1c[nH]c2ccccc12
    1 | 1.4 | -14 | 1 | 1 | 1 | 1 | -5 | 1 | -2
- O=C(Cn1nnc(-c2ccccc2)n1)N/N=C/c1cc([N+](=O)[O-])ccc1O
    1 | 1.1 | 3 | 0.9 | 43 | 1.1 | 0.9 | -1 | 1.1 | 7
- C/C=C/C(=O)OCC(=O)Nc1ccc(F)cc1Cl
    1 | 1.2 | -6 | 1 | 1 | 1 | 1 | 0 | 0.9 | 3
- COc1ccc(CCNC(=O)c2ccc(Cl)cc2)cc1
    1 | 1.1 | 12 | 1 | -12 | 0.8 | 1.1 | 0 | 1 | -6
- COc1ccccc1-c1c(C(F)(F)F)oc2cc(OCC(=O)Nc3ccccc3C(F)(F)F)ccc2c1=O
    1.1 | 1.1 | -3 | 0.9 | -15 | 0.8 | 1 | -7 | 1 | 1
- O=C(COc1ccccc1)NC1CCCCC1
    1.1 | 1.2 | 1 | 1 | -3 | 0.9 | 1 | -7 | 1 | -4
- Cc1ccc(Nc2ccc(C(=O)O)cc2N)cc1
    1.1 | 1.1 | 28 | 1.1 | 1 | 1 | 1 | -6 | 0.9 | -2
- COc1ccc(N(CC(=O)N2CCc3ccccc32)S(=O)(=O)c2c(C)n[nH]c2C)cc1
    1 | 0.87 | 14 | 0.9 | -7 | 1.4 | 1 | -4 | 0.9 | -1
- Cn1nc(-c2ccccc2)c(N2CCCCC2)cc1=O
    1.1 | 1.3 | 7 | 1 | -1 | 0.9 | 1 | -5 | 0.9 | 0
- COCCn1c(CN2CCN(c3ccc(F)cc3)CC2)nc2c1c(=O)n(C)c(=O)n2C
    1 | 0.9 | 13 | 0.9 | -11 | 1 | 1.1 | -4 | 0.9 | -8
- Cc1ccc(C)c(N2CCN(c3ccc(N4C(=O)COCC4=O)cc3[N+](=O)[O-])CC2)c1
    1 | 1.1 | 30 | 0.9 | -1 | 1 | 1 | -3 | 1 | 1
- Cc1cccc(Nc2nc(NC(C)C)nc(Oc3ccc(=O)n(C)n3)n2)c1
    1.1 | 0.9 | -1 | 1.1 | -3 | 1 | 1.1 | -9 | 1 | -8
- COCCn1c(SCC(=O)Nc2ccc(Cl)cn2)nc2ccccc21
    1 | 1.1 | -19 | 1 | -10 | 0.9 | 1 | -2 | 1 | -1
- Cc1cccc(-n2c(=O)cc(N3CCN(c4ccc(F)cc4)CC3)[nH]c2=O)c1
    1.1 | 0.99 | 3 | 1 | -8 | 0.9 | 1 | -7 | 1 | -1
- O=C(COc1cccc(-n2cnnn2)c1)NC1CCCCC1
    1.1 | 1.3 | -11 | 1 | -7 | 1.2 | 1.1 | -8 | 1 | -6

(listing goes on)
Each structure is followed by: FLuc act counter | NF-kB expr up | APP 5'UTR act | PMI activator | TNAP inh noacc | bIAP act | TNAP act hiacc | FLuc inh counter | PMI act hi M6P | TNAP inh hi DEA
- CC(=O)c1ccc(N2CCN(CC(=O)Nc3ccccc3N3CCOCC3)CC2)cc1
    1.1 | 1 | 12 | 1.1 | -10 | 0.9 | 1.1 | -7 | 1 | -5
- COCCn1c(SCC(=O)NNC(=O)c2ccccc2)nc2ccccc2c1=O
    1.1 | 0.88 | 12 | 1 | -5 | 1.2 | 1 | -7 | 1.1 | -3
- CC(=O)OC[C@H]1O[C@H](CCO/N=C(\C)CCN2CCCc3nc(C)c(C)cc32)C=C[C@@H]1OC(C)=O
    1 | 1 | -10 | 1 | -8 | 0.9 | 1 | -1 | 0.9 | -2
- O=C(CCCn1c(=O)[nH]c2ccsc2c1=O)N1CCCCC1
    1.1 | 1.2 | 12 | 1.1 | -3 | 1 | 1.1 | -8 | 1 | -7
- CC1CCN(S(=O)(=O)c2ccc(NC(=O)N3c4ccccc4Sc4ccccc43)cc2)CC1
    1.1 | 0.85 | 2 | 0.8 | -14 | 0.9 | 1 | -6 | 0.8 | -5
- COc1ccc(/C=N/NC(=O)C2C(C=C(Cl)Cl)C2(C)C)c(OC)c1 (stereo not given)
    1 | 1.1 | 17 | 0.9 | -15 | 0.9 | 1.1 | -1 | 0.9 | -6
- COc1ccc(CCNC(=O)Cn2cccc2C(=O)c2ccccc2)c(OC)c1
    1.1 | 0.93 | 21 | 1 | -13 | 1 | 1 | -7 | 1 | -4
- CCc1cccc(C)c1NC(=O)CSc1nc(-c2ccccc2F)nc2nc[nH]c12
    1 | 1.5 | -8 | 1 | -4 | 0.9 | 1 | 0 | 1 | -4
- Cc1ccc(S(=O)(=O)NCC(=O)NCc2ccncc2)cc1
    1.1 | 0.96 | 3 | 1 | -8 | 1 | 1 | -5 | 1 | 0
- O=C(NC1CCCCC1)N(C1=NCCCCC1)c1ccc(Br)cc1
    1 | 1.4 | 39 | 1 | -2 | 0.7 | 0.9 | 4 | 1 | 7

Not a hit list; any-hit rate near 3.6%.
